Compound activity: PubChem BioAssay, The Scripps Research Institute Molecular Screening Center
MITF inh – MITF inhibitors, primary screen, biochemical, AlphaScreen, human; Microphthalmia-associated transcription factor (Homo sapiens), O75030; AlphaScreen MITF homodimerization, bead proximity signal; inhibition, % at 2.6 µM; actives 0.91% (n = 650,000); AID 1259374, 2018; in the data active = inhibition above about 50%;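 note: 0% = vehicle wells with protein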
Target sequence (O75030 whole entry, looked up): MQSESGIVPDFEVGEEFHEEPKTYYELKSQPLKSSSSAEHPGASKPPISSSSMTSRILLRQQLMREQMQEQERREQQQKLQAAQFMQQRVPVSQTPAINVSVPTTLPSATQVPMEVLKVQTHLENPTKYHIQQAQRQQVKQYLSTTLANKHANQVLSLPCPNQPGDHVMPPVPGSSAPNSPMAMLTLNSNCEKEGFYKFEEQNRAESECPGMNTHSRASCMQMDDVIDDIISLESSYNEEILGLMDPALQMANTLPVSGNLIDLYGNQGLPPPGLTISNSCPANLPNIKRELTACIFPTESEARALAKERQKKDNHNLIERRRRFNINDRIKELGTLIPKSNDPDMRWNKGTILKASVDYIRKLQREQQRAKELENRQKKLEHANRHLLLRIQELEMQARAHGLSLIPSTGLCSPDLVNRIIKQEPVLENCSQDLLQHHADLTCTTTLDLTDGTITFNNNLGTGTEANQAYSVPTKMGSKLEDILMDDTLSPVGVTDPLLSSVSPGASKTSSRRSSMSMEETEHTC
FBW7 activator – FBW7 E3 ligase activators, primary screen, biochemical, AlphaScreen, human; normalized activity (activation), % at 26.1 µM; actives 0.13% (n = 650,000); F-box/WD repeat-containing protein 7 (Homo sapiens), Q969H0; AlphaScreen FBW7–phospho-cyclin E peptide binding, activator screen; AID 1259310, 2017; in the data active = normalized activity above about 1.9%;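 note: purified mutant Fbw7 with reduced substrate affinity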
TEAD-YAP block – TEAD-YAP interaction inhibition, primary screen, TEAD-YAP interaction inhibitor project, luminescence, HEK-TIYL cells; TEAD-Gal4/YAP UAS-luciferase luminescence; inhibition, % at 9.12 µM; actives 1.4% (n = 640,000); AID 1259422, 2018; in the data active = inhibition above about 32%;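 note: 0% = median of test compound wells and 100% = reference inhibitor wells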
GPR151 ag – activators of human GPR151, primary screen, cell-based, PathHunter beta-arrestin, luminescence; G-protein coupled receptor 151 (Homo sapiens), Q8TDV0; PathHunter beta-arrestin GPR151 cells; activation, % at 11.2 µM; actives 1% (n = 650,000); AID 1508602, 2020; in the data active = activation above about 4.9%;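 note: 0% = median of compound wells and 100% = cells with positive control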
Target sequence (Q8TDV0 whole entry, looked up): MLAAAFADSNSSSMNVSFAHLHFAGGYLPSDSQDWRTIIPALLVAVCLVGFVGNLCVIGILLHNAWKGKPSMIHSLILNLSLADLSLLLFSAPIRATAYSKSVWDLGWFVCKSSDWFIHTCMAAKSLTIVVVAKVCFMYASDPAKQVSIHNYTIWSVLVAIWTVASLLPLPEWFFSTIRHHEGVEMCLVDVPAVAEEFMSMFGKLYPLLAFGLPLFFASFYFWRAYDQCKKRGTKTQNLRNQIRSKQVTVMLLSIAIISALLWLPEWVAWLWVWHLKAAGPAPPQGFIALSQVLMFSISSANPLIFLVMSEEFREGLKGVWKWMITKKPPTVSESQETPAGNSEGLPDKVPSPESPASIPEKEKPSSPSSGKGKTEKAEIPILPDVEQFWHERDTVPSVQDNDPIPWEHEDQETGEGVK
Active calls of the source: *; & = joins results of further samples. Hits appear at their usual frequency; 3.5% or so of the library scored in one or more.

Screening CCC(C)NC(=O)c1c(C)[nH]c(C(C)=O)c1C (stereo unspecified) returned MITF inh 5.2, FBW7 activator -0.1, TEAD-YAP block 12.5 and GPR151 ag -0.9.
Screening COc1ccc(Cl)c2sc(NC(=O)c3c(F)cccc3F)nc12 returned MITF inh 20.1, FBW7 activator 0.2, TEAD-YAP block -0.2 and GPR151 ag -1.3.
O=C(Nc1ccc(-c2nc3ccccc3s2)cc1)c1cccnc1Cl was read as MITF inh 5.8, FBW7 activator -0.2, TEAD-YAP block -52.1 and GPR151 ag 0.6.
`Cc1cc(=O)[nH]c2c1c(=O)[nH]n2C1CCCC1` gave MITF inh -10.2, FBW7 activator -0.2, TEAD-YAP block -3.4 and GPR151 ag -1.2.
For O=c1c2c3c(sc2ncn1Cc1ccc([N+](=O)[O-])cc1)CCCC3 the results were MITF inh -5.4, FBW7 activator 0.0, TEAD-YAP block -1.4 and GPR151 ag -0.6.
CCCCNC(=O)c1ccc2c(SCC(=O)O)c3c(nc2c1)CCC3 was read as MITF inh 19.1, FBW7 activator -0.3, TEAD-YAP block -18.7 and GPR151 ag 0.2.
For CC(=O)c1ccc(N=Cc2cccc(O)c2)cc1 the results were MITF inh 0.1, FBW7 activator -0.1, TEAD-YAP block -7.0 and GPR151 ag 1.0.
Screening CCCNC(=O)CCC(=O)n1ncc2cc(C)ccc21 returned MITF inh 1.6, FBW7 activator 0.7, TEAD-YAP block 3.6 and GPR151 ag -0.4.
Cc1cccc(C(=O)Nc2nnc(Cc3ccc(Cl)cc3)s2)c1 was read as MITF inh 6.3, FBW7 activator 0.1, TEAD-YAP block 21.0 and GPR151 ag 0.4.
For CC(C)(C)C(=O)COC(=O)c1cccc([N+](=O)[O-])c1 the results were MITF inh -1.4, FBW7 activator 0.1, TEAD-YAP block 6.9 and GPR151 ag -0.1.
Screening Brc1ccc(OCc2nn3c(Cn4cnc5ccccc54)nnc3s2)cc1 returned MITF inh 11.3, FBW7 activator 0.0, TEAD-YAP block 18.2 and GPR151 ag 0.1.
For CCN(CC)c1nc(Cl)nc(Sc2nc3ccccc3[nH]2)n1 the results were MITF inh 24.9, FBW7 activator 0.4, TEAD-YAP block 11.9 and GPR151 ag -2.2.
`Cc1ccc(NC(=O)CN(C)C(=O)COC(=O)C2CCCO2)cc1` (stereo unspecified) gave MITF inh 0.5, FBW7 activator 0.0, TEAD-YAP block 0.5 and GPR151 ag 0.9.
For COc1cccc(NC(=O)CCc2c(C)nc3c(c(C)nn3C(C)(C)C)c2C)c1 the results were MITF inh 9.2, FBW7 activator -0.1, TEAD-YAP block -3.4 and GPR151 ag 2.9.
CC(C)(C)c1ccc(-c2nc3cc(NC(=O)c4cccc(Br)c4)ccc3o2)cc1 was read as MITF inh 15.7, FBW7 activator 0.1, TEAD-YAP block -3.0 and GPR151 ag -0.7.
O=C(NC1CCc2ccccc2C1=O)c1ccc(F)cc1 (stereo unspecified) was read as MITF inh 2.4, FBW7 activator -0.1, TEAD-YAP block -34.3 and GPR151 ag -1.0.
`CCCc1cc(C(=O)N2CCC(C3(CCC)NC(=O)N(Cc4ccco4)C3=O)CC2)no1` (stereo unspecified) gave MITF inh 14.3, FBW7 activator -0.1, TEAD-YAP block -3.1 and GPR151 ag 0.6.
`O=c1cc(N2CCOCC2)c2ccccc2s1` gave MITF inh -7.2, FBW7 activator 0.0, TEAD-YAP block 1.3 and GPR151 ag 1.0.
For Fc1cccc(Cl)c1Cn1nnc2c(-n3ccnc3)ncnc21 the results were MITF inh 2.1, FBW7 activator 0.5, TEAD-YAP block -3.0 and GPR151 ag -1.3.
Screening Cc1cc(C)c(C)c(S(=O)(=O)Nc2ccc(OCC(=O)O)cc2)c1C returned MITF inh -7.0, FBW7 activator -0.1, TEAD-YAP block 6.5 and GPR151 ag 0.2.

A stretch taken from the entries so far, for reference:
O=C(NC1CCc2ccccc2C1=O)c1ccc(F)cc1 (stereo unspecified) was read as MITF inh 2.4, FBW7 activator -0.1, TEAD-YAP block -34.3 and GPR151 ag -1.0.
`CCCc1cc(C(=O)N2CCC(C3(CCC)NC(=O)N(Cc4ccco4)C3=O)CC2)no1` (stereo unspecified) gave MITF inh 14.3, FBW7 activator -0.1, TEAD-YAP block -3.1 and GPR151 ag 0.6.

Back to the main list, repeating the four entries before the break.
`CCCc1cc(C(=O)N2CCC(C3(CCC)NC(=O)N(Cc4ccco4)C3=O)CC2)no1` (stereo unspecified) gave MITF inh 14.3, FBW7 activator -0.1, TEAD-YAP block -3.1 and GPR151 ag 0.6.
`O=c1cc(N2CCOCC2)c2ccccc2s1` gave MITF inh -7.2, FBW7 activator 0.0, TEAD-YAP block 1.3 and GPR151 ag 1.0.
For Fc1cccc(Cl)c1Cn1nnc2c(-n3ccnc3)ncnc21 the results were MITF inh 2.1, FBW7 activator 0.5, TEAD-YAP block -3.0 and GPR151 ag -1.3.
Screening Cc1cc(C)c(C)c(S(=O)(=O)Nc2ccc(OCC(=O)O)cc2)c1C returned MITF inh -7.0, FBW7 activator -0.1, TEAD-YAP block 6.5 and GPR151 ag 0.2.
For Cc1c(C)n2c3c(=O)[nH]c(=O)n(C)c3nc2n1C1CC(C)CC(C)(C)C1 (stereo unspecified) the results were MITF inh 11.7, FBW7 activator 0.0, TEAD-YAP block -4.9 and GPR151 ag 1.0.
CCN(CC)S(=O)(=O)c1ccc(N/N=C/c2c(CO)cnc(C)c2O)c([N+](=O)[O-])c1 was read as MITF inh 6.5, FBW7 activator 0.0, TEAD-YAP block -6.2 and GPR151 ag -2.4.
For O=S(=O)(c1ccccc1)n1c(SCc2ccc(F)cc2)nc2ccccc21 the results were MITF inh -4.5, FBW7 activator -0.1, TEAD-YAP block -10.6 and GPR151 ag 0.7.
COc1ccc(/C=C2\C=C(c3ccccc3)N(c3ccc(C)cc3C)C2=O)cc1Br was read as MITF inh -2.5, FBW7 activator 0.2, TEAD-YAP block -2.4 and GPR151 ag -0.4.
Screening CCC(C)NC(=O)CCn1c(-c2ccc(OC)cc2)cc(C(C)=O)c1C (stereo unspecified) returned MITF inh -11.2, FBW7 activator 0.1, TEAD-YAP block -5.5 and GPR151 ag 0.0.
Screening O=C1CC(N2CCN(C/C=C/c3ccccc3)CC2)C(=O)N1c1ccc(Cl)c(Cl)c1 (stereo unspecified) returned MITF inh -22.1, FBW7 activator 0.1, TEAD-YAP block 11.3 and GPR151 ag -1.3.
For CCOC(=O)c1c(NC(=O)CSc2nnc3ccccn23)sc(C)c1C the results were MITF inh 15.2, FBW7 activator 0.1, TEAD-YAP block -16.1 and GPR151 ag 1.2.
Screening Cn1cc(S(=O)(=O)NCc2ccco2)c(=O)n(C)c1=O returned MITF inh -0.2, FBW7 activator 0.1, TEAD-YAP block -13.8 and GPR151 ag 0.7.
`COC(=O)C1=C(C)NC(=O)/C1=C\c1ccccc1O` gave MITF inh -9.9, FBW7 activator 0.0, TEAD-YAP block -1.0 and GPR151 ag 0.9.
`COC(CNC(=O)C(C)n1nc(C)c2ccccc21)OC` (stereo unspecified) gave MITF inh 13.1, FBW7 activator 0.1, TEAD-YAP block 4.9 and GPR151 ag -0.6.
COc1ccc2nc(SCC(=O)Nc3ccccc3N3CCOCC3)c(C#N)cc2c1 was read as MITF inh -9.3, FBW7 activator 0.0, TEAD-YAP block -8.9 and GPR151 ag -1.0.
O=C(COc1ccc([N+](=O)[O-])cc1)Nc1ccccc1OC(F)F was read as MITF inh 1.4, FBW7 activator 0.1, TEAD-YAP block -0.3 and GPR151 ag -1.4.
Screening FC(F)(F)c1cccc(Nc2nc(NCCC3=CCCCC3)nc(N3CCOCC3)n2)c1 returned MITF inh 5.8, FBW7 activator 0.2, TEAD-YAP block 1.5 and GPR151 ag -0.1.
For O=C(Cc1ccc(F)cc1)NCCCS(=O)(=O)N1CCN(c2ccccc2F)CC1 the results were MITF inh -4.0, FBW7 activator -0.3, TEAD-YAP block 7.5 and GPR151 ag -0.2.
Screening CCC(Sc1nc2ccsc2c(=O)n1Cc1ccccn1)C(=O)Nc1cccc(C)c1 (stereo unspecified) returned MITF inh -3.8, FBW7 activator -0.1, TEAD-YAP block -20.0 and GPR151 ag -1.9.
`N#CCSc1nnc(C2COc3ccccc3O2)o1` (stereo unspecified) gave MITF inh 19.6, FBW7 activator 0.3, TEAD-YAP block -11.6 and GPR151 ag -2.2.
Screening COc1cccc(-n2cc(C(=O)NCCC(=O)N3CC(C)CC(C)C3)c3ccccc3c2=O)c1 (stereo unspecified) returned MITF inh -24.4, FBW7 activator -0.1, TEAD-YAP block 19.7 and GPR151 ag -1.2.
Screening O=C(O)CCn1c2c(c3ccccc31)C[C@H](NS(=O)(=O)c1ccc(F)cc1)CC2 returned MITF inh 22.9&-4.7, FBW7 activator 0.1, TEAD-YAP block -1.0 and GPR151 ag -0.1&1.7.
Screening COc1ccc(Cc2nc(-c3cccs3)no2)cc1OC returned MITF inh -3.0, FBW7 activator 0.1, TEAD-YAP block -19.3 and GPR151 ag 0.6.
`CN(C)c1ccc(/C=C2\C=C(c3ccc(Cl)cc3)OC2=O)cc1` gave MITF inh 9.4, FBW7 activator -0.1, TEAD-YAP block 0.8 and GPR151 ag -0.6.
O=C(NCCN1CCOCC1)c1cnc(Nc2ccc(N3CCOCC3)cc2)s1 was read as MITF inh 1.4, FBW7 activator 0.0, TEAD-YAP block 0.4 and GPR151 ag 0.4.
`CCc1ccc(NC(=O)CSc2nc3ccccc3c(=O)n2CC2COc3ccccc3O2)cc1` (stereo unspecified) gave MITF inh 3.2, FBW7 activator -0.1, TEAD-YAP block 1.1 and GPR151 ag -0.8.
Cc1ccccc1CN1CCN(Cc2cnn(-c3ccccc3F)c2)CC1CCO (stereo unspecified) was read as MITF inh 3.8, FBW7 activator -0.1, TEAD-YAP block -6.8 and GPR151 ag -0.5.
For CC(=O)c1ccc(NC(=O)c2ccc(Cl)c([N+](=O)[O-])c2)cc1 the results were MITF inh -3.2, FBW7 activator 0.0, TEAD-YAP block -0.8 and GPR151 ag 0.0.
Screening Cc1ccc(N2C(=O)CSC2c2ccc(Cl)cc2)cc1F (stereo unspecified) returned MITF inh 24.5, FBW7 activator 0.1, TEAD-YAP block 10.1 and GPR151 ag -1.6.
`CC(=O)Nc1ccc(S(=O)(=O)Nc2ccc(Cl)nn2)cc1` gave MITF inh -4.0, FBW7 activator -0.1, TEAD-YAP block -0.4 and GPR151 ag -0.3.
Screening NS(=O)(=O)c1ccc(NC(=O)c2cccc([N+](=O)[O-])c2)cc1 returned MITF inh 9.9, FBW7 activator -0.1, TEAD-YAP block 12.4 and GPR151 ag 0.4.
Screening COc1ccc(NC(=O)c2ocnc2C)cc1OC returned MITF inh -7.2, FBW7 activator -0.1, TEAD-YAP block -10.6 and GPR151 ag -1.0.
Screening Cc1ccc(-n2nc3c(c2NC(=O)c2cccs2)CS(=O)(=O)C3)cc1 returned MITF inh 8.2, FBW7 activator 0.2, TEAD-YAP block -0.4 and GPR151 ag 0.7.
NC1CC2(CCCCC2)Oc2ccccc21 (stereo unspecified) was read as MITF inh -2.5, FBW7 activator -0.1, TEAD-YAP block -6.9 and GPR151 ag -0.9.
`CC(=O)OCC1OC(n2ccc(=O)[nH]c2=O)C(O)C1O` (stereo unspecified) gave MITF inh 12.1, FBW7 activator 0.9, TEAD-YAP block -3.0 and GPR151 ag 0.4.
`CN(Cc1ccccc1)C(=O)c1cnc2n(c1=O)CCS2` gave MITF inh 20.3, FBW7 activator 0.0, TEAD-YAP block 12.8 and GPR151 ag 3.7.
CC(C)NC(=O)Nc1cccc(Cl)c1 was read as MITF inh 6.9, FBW7 activator 0.1, TEAD-YAP block 5.9 and GPR151 ag -1.3.
`COc1ccc(CCN2C(=O)CCC2(C)C(=O)NC2CCCC2)cc1OC` (stereo unspecified) gave MITF inh -1.8, FBW7 activator -0.1, TEAD-YAP block 6.1 and GPR151 ag -0.8.
Cc1cc(NCc2cccnc2)nc(-c2c(C)noc2C)n1 was read as MITF inh 2.6, FBW7 activator -0.1, TEAD-YAP block 0.1 and GPR151 ag 1.0.
`COc1ccc(C(=O)N/N=C/C2=C(c3ccccc3)C3C=CC2C3)cc1` (stereo unspecified) gave MITF inh -5.3, FBW7 activator -0.1, TEAD-YAP block 14.2 and GPR151 ag -0.7.
`C=C(C)C(C)(C#CCN1CCOCC1)OC(C)=O` (stereo unspecified) gave MITF inh -6.9, FBW7 activator -0.1, TEAD-YAP block -1.2 and GPR151 ag -0.3.
`COc1ccc(C(=O)NC(=S)Nc2ccccc2C(N)=O)cc1` gave MITF inh -0.1, FBW7 activator -0.1, TEAD-YAP block 26.4 and GPR151 ag 0.0.
CCOC(=O)C1CCC(CN(Cc2ccccc2)S(=O)(=O)c2ccc(F)c(C)c2)CC1 (stereo unspecified) was read as MITF inh 23.4, FBW7 activator 0.1, TEAD-YAP block 11.7 and GPR151 ag -1.3.
O=C(NCc1ccco1)c1ccc(SC2CCCCC2)c([N+](=O)[O-])c1 was read as MITF inh -1.1, FBW7 activator -0.1, TEAD-YAP block -1.0 and GPR151 ag -1.6.
For O=c1c2cc(F)ccc2[nH]c(=S)n1Cc1ccc(F)cc1 the results were MITF inh 2.6, FBW7 activator 0.1, TEAD-YAP block 0.3 and GPR151 ag 1.9.
Screening COCCCNC(=O)c1c(NC(=O)c2ccccc2[N+](=O)[O-])sc2c1CCCC2 returned MITF inh 18.1, FBW7 activator -0.1, TEAD-YAP block 5.3 and GPR151 ag 0.5.
